Screens (PubChem)
IDE cell activ: activators of human insulin-degrading enzyme in cells | HEK cells, FAbeta-B cleavage, fluorescence polarization; 0% vehicle, 100% cell-free pure enzyme wells | activation, % at 5.96 µM | 340,000 tested, 0.073% active | AID 493087;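 active = activation above the mean of all tested compounds plus 3 SD, set per screening campaign, cut at about 17% in these data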
Target sequence (P14735 whole entry, looked up): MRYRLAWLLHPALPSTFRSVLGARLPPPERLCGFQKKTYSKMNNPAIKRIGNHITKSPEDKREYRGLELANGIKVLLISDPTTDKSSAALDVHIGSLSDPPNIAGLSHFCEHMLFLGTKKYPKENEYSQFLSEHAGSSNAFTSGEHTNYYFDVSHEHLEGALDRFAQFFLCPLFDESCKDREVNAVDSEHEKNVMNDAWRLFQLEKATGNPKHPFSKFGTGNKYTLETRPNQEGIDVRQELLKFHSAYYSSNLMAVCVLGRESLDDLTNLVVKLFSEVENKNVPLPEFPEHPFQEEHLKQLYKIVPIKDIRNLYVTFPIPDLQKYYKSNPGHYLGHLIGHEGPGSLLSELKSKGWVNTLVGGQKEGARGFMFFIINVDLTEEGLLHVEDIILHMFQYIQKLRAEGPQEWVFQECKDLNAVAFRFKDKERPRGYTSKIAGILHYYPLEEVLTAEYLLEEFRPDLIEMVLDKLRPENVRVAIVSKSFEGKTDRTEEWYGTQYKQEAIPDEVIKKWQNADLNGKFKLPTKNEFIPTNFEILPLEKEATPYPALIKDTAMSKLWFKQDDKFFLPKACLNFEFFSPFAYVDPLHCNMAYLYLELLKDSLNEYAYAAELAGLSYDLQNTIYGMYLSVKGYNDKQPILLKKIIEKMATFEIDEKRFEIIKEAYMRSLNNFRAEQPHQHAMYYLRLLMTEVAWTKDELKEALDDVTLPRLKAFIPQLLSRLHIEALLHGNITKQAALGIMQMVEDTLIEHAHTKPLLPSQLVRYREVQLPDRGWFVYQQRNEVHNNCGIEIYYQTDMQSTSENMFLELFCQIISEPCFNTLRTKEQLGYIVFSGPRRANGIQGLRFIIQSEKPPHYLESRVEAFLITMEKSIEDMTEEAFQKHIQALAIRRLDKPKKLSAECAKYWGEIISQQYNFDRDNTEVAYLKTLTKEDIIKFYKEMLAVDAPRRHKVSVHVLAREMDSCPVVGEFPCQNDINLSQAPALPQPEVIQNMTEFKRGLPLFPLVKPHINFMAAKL
IDE cell inh: cellular human IDE inhibition; P14735; HEK cells, FAbetaB cleavage, fluorescence polarization; inhibition, % at 5.59 µM; 320,000 tested, 0.41% active;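 active = percent inhibition above the average of all tested compounds plus 3 SD, set per screening campaign, cut at about 16% in these data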;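 also: IDE supplied by intact live HEK cells; FP after avidin binding of uncleaved biotin substrate so inhibition keeps polarization high; 0% = DMSO wells and 100% = 60 µM reference IDE inhibitor Ii1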
Numbers without * were called inactive.

IDE cell activ	IDE cell inh	Compound
3	-2	C[C@H](CO)N1C[C@H](C)[C@@H](CN(C)Cc2ccc(C(=O)O)cc2)Oc2c(cccc2N(C)C)C1=O
0	10	CCN(CC)c1nc(N)c(C#N)c(CC#N)c1C#N
6	-1	COc1ccc(-c2sc3cc(OC)c(OC)cc3c2C#CC(C)(C)O)cc1
4	-1	COc1ccc(NC(=O)C2CCC2)cc1S(=O)(=O)N1CCOCC1
-13	8	c1ccc2c(c1)ccc1ccccc12
-4	6	COc1ccc(NC(=O)N(C)C[C@H]2Oc3ccc(NC(=O)Nc4c(C)noc4C)cc3C(=O)N([C@H](C)CO)C[C@H]2C)cc1
3	-1	COc1ccc(NC(=O)CN(C)C(=O)c2cccc(S(=O)(=O)Nc3ccc(OC)cc3)c2)cc1
1	7	COc1ccccc1N1CCN(C(=O)C2=CC=CN3CCS(=O)(=O)N=C23)CC1
-1	-3	Cc1ccc(C(=O)NN=CC(=O)c2ccccc2)c(C)c1
-1	6	COc1ccc(CC(=O)OCC(=O)Nc2cc(Cl)ccc2C)cc1
3	-5	COc1ccc(C)cc1NC(=O)c1cc(S(=O)(=O)N2CCCCC2)ccc1N1CCOCC1
5	-5	Cc1ccccc1NS(=O)(=O)c1ccc(C(=O)N2CCCC(C(F)(F)F)C2)cc1 (stereo not given)
5	3	COc1ccc(C(CNC(=O)c2cccc(S(=O)(=O)Nc3ccccc3OC)c2)N2CCCC2)cc1 (stereo not given)
2	-6	O=C(OCC(=O)N1CCc2ccccc2C1)c1ccc(OC(F)F)cc1
0	0	Cc1ccccc1NC(=O)CN1C(=O)NC2(CCc3ccccc32)C1=O (stereo not given)

In a second layout: 3 of the compounds above.
Compound,IDE cell activ,IDE cell inh
COc1ccccc1N1CCN(C(=O)C2=CC=CN3CCS(=O)(=O)N=C23)CC1,1,7
Cc1ccc(C(=O)NN=CC(=O)c2ccccc2)c(C)c1,-1,-3
CCN(CC)c1nc(N)c(C#N)c(CC#N)c1C#N,0,10

(continued)
IDE cell activ	IDE cell inh	Compound
-3	9	Cc1nc(SC(C)C(=O)c2c(N)n(C)c(=O)n(C)c2=O)c2c(C)c(C)sc2n1 (stereo not given)
2	10	CCOc1ccc(NS(=O)(=O)c2ccc(C(=O)NCc3ccncc3)cc2)cc1
4	-3	Cc1ccc(OCC(=O)OCC(=O)N2c3ccccc3CC2C)cc1C (stereo not given)
2	7	CCC(=O)c1ccc(OCC(=O)OCC(=O)Nc2ccc3c(c2)OCCO3)cc1
1	-1	C[C@H](CO)N1C[C@H](C)[C@@H](CN(C)C)Oc2c(NS(=O)(=O)c3cn(C)cn3)cccc2C1=O
2	5	CCC(C)c1ccccc1N1CC(C(=O)N2CCN(S(=O)(=O)c3ccccc3Br)CC2)CC1=O (stereo not given)
2	-1	CC1C(=O)N2CCCc3cc(NC(=O)C4CCCCC4)cc1c32 (stereo not given)
0	-3	COc1ccc(NC(=O)CSCC(=O)N(C)CC(=O)Nc2cccc3ccccc23)cc1
6	-4	CC1CCN(C(=O)COC(=O)c2cccs2)CC1
4	3	O=C(NNC(=O)c1cc(-c2ccc(Cl)cc2)nc2ccccc12)c1csc(N2CCOCC2)n1
3	-3	CC(C)Oc1ccc(/C=C(\C#N)C(=O)NC2CC2)cc1
12	0	C=CC[C@@H](Cc1ccc(F)cc1)C(=O)OC[C@@H]1CCCN1C(=O)[C@@H](CC=C)CC(=O)N(CCO)Cc1ccccc1
2	3	CC1(c2ccccc2)NC(=O)N(CC(=O)N2CC(=O)Nc3ccccc32)C1=O (stereo not given)
5	0	CCCCN(C(=O)c1ccc(-c2ccc(Cl)cc2)o1)c1c(N)n(CC(C)C)c(=O)[nH]c1=O
-2	-1	CCN(C[C@H]1N[C@@](CC)(C(=O)OC)[C@H]2C(=O)N(Cc3ccccc3)C(=O)[C@@H]12)C(=O)c1ccc(F)cc1

Ordered by value in IDE cell activ (smallest number first): 5 from the list above.
IDE cell activ	IDE cell inh	Compound
-2	-1	CCN(C[C@H]1N[C@@](CC)(C(=O)OC)[C@H]2C(=O)N(Cc3ccccc3)C(=O)[C@@H]12)C(=O)c1ccc(F)cc1
2	10	CCOc1ccc(NS(=O)(=O)c2ccc(C(=O)NCc3ccncc3)cc2)cc1
4	3	O=C(NNC(=O)c1cc(-c2ccc(Cl)cc2)nc2ccccc12)c1csc(N2CCOCC2)n1
5	0	CCCCN(C(=O)c1ccc(-c2ccc(Cl)cc2)o1)c1c(N)n(CC(C)C)c(=O)[nH]c1=O
6	-4	CC1CCN(C(=O)COC(=O)c2cccs2)CC1

(cont.)
IDE cell activ	IDE cell inh	Compound
-2	3	O=C(Cc1csc(NC(=O)Nc2cccc(Cl)c2)n1)NCc1cccnc1
5	11	CC1(C)Cc2cccc(OCC(=O)Nc3ccccc3F)c2O1
-1	5	O=C(Nc1ccc(Cl)cc1)C1CCCN(C2=NS(=O)(=O)c3ccccc32)C1 (stereo not given)
-2	4	O=C(CCNC(=O)c1ccc(Br)cc1)Nc1ccc(S(=O)(=O)Nc2ncccn2)cc1
2	4	CN(CC(=O)Nc1ccc(Cl)c(C(F)(F)F)c1)C(=O)C1CCCO1 (stereo not given)
-2	-2	O=C(COC(=O)C(CO)NS(=O)(=O)c1ccc(Br)cc1)Nc1ccc2c(c1)OCCO2 (stereo not given)
-14	24*	C[C@H](CO)N1C[C@H](C)[C@@H](CN(C)Cc2ccc(Oc3ccccc3)cc2)Oc2c(NC(=O)c3ccncc3)cccc2C1=O
6	-1	O=C(CN1C(=O)C2CCCCC2C1=O)Nc1ccccc1N1CCCC1 (stereo not given)
4	2	O=C(CN1C(=O)NC(Cc2ccccc2)C1=O)Nc1ccccc1F (stereo not given)
2	1	COc1ccc(S(=O)(=O)N2CCOCC2)cc1NC(=O)CC(C)c1ccccc1 (stereo not given)
6	-1	COc1ccccc1NS(=O)(=O)c1cccc(NS(=O)(=O)c2cc(C(=O)O)ccc2OC)c1
1	-1	O=C(Nc1cc(Cl)ccc1N1CCOCC1)c1ccc(F)c(S(=O)(=O)N2CCOCC2)c1
5	0	COC(=O)[C@H]1C[C@H](C(=O)O)[C@@H](C)C1(C)C
0	6	CCOC(=O)CCCCCC(=O)Nc1ccc2c(c1)C(=O)N([C@H](C)CO)C[C@@H](C)[C@H](CN(C)S(=O)(=O)c1cn(C)cn1)O2
1	0	Cc1ccccc1SCC(=O)Nc1cc(C(F)(F)F)ccc1N1CCOCC1
0	-1	O=C(COC(=O)c1ccc2ncsc2c1)Nc1ccccc1Cl
3	1	Cc1cc(C)c(C(=O)COC(=O)Cn2nc(-c3ccccc3)oc2=O)cc1C
4	7	O=C(COC(=O)COc1ccccc1)Nc1ccc(Br)cc1Br
-5	0	C=CC[C@@H](CC(=O)N[C@H](CO)Cc1ccccc1)C(=O)N[C@H](C)COC(=O)[C@@H](CC=C)CC(=O)OC(C)(C)C
5	0	O=C(O)c1cccc2c1/C(=N/O)c1ccccc1-2
1	7	CC1(C(=O)Nc2ccc(S(=O)(=O)Nc3ncccn3)cc2)CCCC1
1	-5	COC(=O)[C@@]12CCCCN1[C@H](c1ccc(-c3ccc(F)cc3)cc1)[C@@H]1C(=O)N(C)C(=O)[C@@H]12
0	-2	CCCCn1c(N)c(N(CCOC)C(=O)c2nn(CC)c(=O)c3ccccc23)c(=O)[nH]c1=O
5	1	CCN(CC(=O)Nc1c(F)cccc1F)C(=O)CSC(=S)N1CCCC1
-1	-3	CC1CCCC(C)N1C(=O)COC(=O)Cc1c[nH]c2ccccc12 (stereo not given)
1	3	CCN(C[C@H]1N[C@@](C)(C(=O)OC)[C@H]2C(=O)N(C)C(=O)[C@@H]12)C(=O)c1ccc(C(C)(C)C)cc1
3	-7	Cc1cccc(C)c1NC(=O)CN(C)C(=O)c1cccc(S(=O)(=O)N2CCN(c3ccc(F)cc3)CC2)c1
2	-4	c1ccc(-c2nc(SCc3nc4ccccc4[nH]3)c3oc4ccccc4c3n2)cc1
3	3	COc1ccc(NC(=O)COC(=O)CNC(=O)C2CCCCC2)cc1OC
8	-2	Cc1cc(C2CCCCC2)n(O)c(=O)c1

3 entries out of the list, sorted by number of heavy atoms, smallest number first.
IDE cell activ	IDE cell inh	Compound
8	-2	Cc1cc(C2CCCCC2)n(O)c(=O)c1
6	-1	COc1ccc(-c2sc3cc(OC)c(OC)cc3c2C#CC(C)(C)O)cc1
5	0	CCCCN(C(=O)c1ccc(-c2ccc(Cl)cc2)o1)c1c(N)n(CC(C)C)c(=O)[nH]c1=O

(listing goes on)
IDE cell activ	IDE cell inh	Compound
2	2	CCCCCCCCC1CC(C(=O)Nc2ccccc2)C(=O)O1 (stereo not given)
0	3	O=S(=O)(Nc1cccc(S(=O)(=O)N2CCCCC2)c1)c1ccc(Cl)s1
6	-1	Cc1cccc(C)c1NC(=O)CN(C)CC(=O)Nc1sc2c(c1C(N)=O)CCC2
1	-2	Cc1ccc(S(=O)(=O)N2CCN(C(=O)COC(=O)CNC(=O)c3ccccc3)CC2)c(C)c1
-3	-3	O=C(COC(=O)/C=C/c1ccc(F)cc1)Nc1nnc(-c2ccccc2)o1
-3	2	O=C(CN1C(=O)NC2(CCCc3ccccc32)C1=O)N1CCCCC1 (stereo not given)
-1	7	COc1cc(C(=O)NCC(=O)Nc2ccc(F)c(F)c2)ccc1OCC(=O)N1CCOCC1
-1	1	O=C(NC1CCN(Cc2ccccc2)CC1)c1cccc(S(=O)(=O)Nc2ccc(SC(F)F)cc2)c1
2	5	Cc1ccc(S(=O)(=O)N2CCN(c3nn(C)c(=O)n(C)c3=O)CC2)cc1C
6	0	Cc1ccccc1OCCC(=O)OCC(=O)Nc1ccc2[nH]c(=O)[nH]c2c1
-2	-5	O=C(CCNC(=O)c1ccccc1)NNC(=O)COc1ccccc1Cl
7	0	CCc1noc(C)c1C(=O)Nc1ccc(F)c(F)c1F
0	-1	CC1C(=O)Nc2ccc(S(=O)(=O)N3CCCCCC3)cc21 (stereo not given)
4	-4	C[C@H](NC(=O)c1ccccc1)C(=O)N1CCN(Cc2ccc3c(c2)OCO3)CC1
0	2	C[C@]12c3[nH]c4ccccc4c3CCN1C(=O)C(CC(=O)NCc1ccco1)C[C@@H]2C(=O)N1CCOCC1 (stereo not given in full)
2	0	O=C(COC(=O)c1cc(S(=O)(=O)N2CCOCC2)ccc1F)c1ccccc1
6	1	O=C(C[C@@H]1C/C=C\C[C@H](Cc2ccc(F)cc2)C(=O)OC[C@@H]2CCCN2C1=O)N[C@H](CO)Cc1ccccc1
0	3	CCCc1cc(C(=O)N(C)CC(=O)Nc2ccc(OCC)c(OCC)c2)sc1C
9	0	O=C(COC(=O)c1cnc(Cl)c(Cl)c1)c1ccc(F)cc1
-2	-2	Cc1cc(Cl)ccc1OCC(=O)OCC(=O)Nc1cccnc1Cl
2	-3	Cc1cccc(OCC(=O)OCC(=O)Nc2ccc(Cl)cn2)c1
-1	-2	Oc1cccc2c(-c3nn[nH]n3)ccnc12
-3	-1	O=S(=O)(NCc1ccccc1Br)c1ccccc1Br
3	-4	CCCNC(=O)C(Cc1ccc(I)cc1)NC(=O)c1ccc2ccccc2n1 (stereo not given)
4	-3	O=C(c1cn(Cc2ccccc2)nc1-c1ccc(Cl)cc1)N1CCN(c2ccccn2)CC1
4	0	O=C(Nc1ccccn1)c1cccc(S(=O)(=O)N2CCc3ccccc3C2)c1
-1	6	COc1ccc(S(=O)(=O)N2CCc3ccccc32)cc1C(=O)N(CC(C)C)C1CCS(=O)(=O)C1 (stereo not given)
5	1	CC1=NN(C(N)=S)C(=O)C1N=Nc1c(C)n(C)n(-c2ccccc2)c1=O (stereo not given)
2	-2	NS(=O)(=O)c1ccc(CCNC(=O)c2ccc3c(=O)n4c(nc3c2)CCCCC4)cc1
3	-1	C=CCCC(=O)N(C)CCO
1	2	CCOc1ncccc1C(=O)NCC(c1ccco1)N1CCCCC1 (stereo not given)
2	7	Cc1ccc(/C=C/C(=O)OCC(=O)Nc2cccnc2Cl)o1
5	-1	C[C@H](CO)N1C[C@H](C)[C@@H](CN(C)C(=O)Nc2ccc(C(F)(F)F)cc2)Oc2c(NC(=O)Nc3ccc4c(c3)OCO4)cccc2C1=O
1	-3	CSc1ncccc1C(=O)Nc1ccccc1N1CCOCC1
2	0	COc1ccc(-c2csc(NC(CO)c3nc4ccccc4n3CCOCCO)n2)cc1 (stereo not given)
-3	10	CC(C)CN(C(=O)c1ccc2c(c1)OCO2)C1CCS(=O)(=O)C1 (stereo not given)
-2	3	Cc1nnc(SCC(=O)c2c(N)n(C3CC3)c(=O)[nH]c2=O)n1C
1	-1	Cn1nc(C(=O)NC2CCCC2)c2ccccc2c1=O
0	6	COc1ccc(NC(=O)CN(C)C(=O)CCCc2nc3ccccc3s2)cc1
2	1	C[C@H](CO)N1C[C@H](C)[C@@H](CN(C)C(=O)Nc2ccc(C(F)(F)F)cc2)Oc2c(NS(=O)(=O)c3ccc(F)cc3)cccc2C1=O
-1	-2	COc1ccc(Nc2nc(NCCO)nc(N3CCCC3)n2)cc1
4	2	CCN(C[C@H]1N[C@@](CC)(C(=O)OC)[C@H]2C(=O)N(C)C(=O)[C@@H]12)C(=O)c1ccc(F)cc1
2	-3	CCN(CC(=O)Nc1c(F)cccc1F)C(=O)c1ccc(Cl)c(S(=O)(=O)N2CCCC2)c1
5	-3	O=S(=O)(NCCc1ccccn1)c1cc(Cl)cc(Cl)c1O

The list is partial; count on the stated rates, not on these rows.
